CXXC DNA block = inhibitors of human MLL CXXC domain-DNA interaction; actives 0.037% (n = 290,000); AID 2662; MLL-CXXC / FITC-HOXA9 DNA fluorescence polarization; Potency, µM (series often up to 115 µM), without a hit: top-dose activity change, negative = inhibition, actives largely listed as inhibitors; active means well fitted inhibition curve with a large enough effect in the polarisation, with a control signal flat, not every such curve was filed as active; inconclusive means small, poorly fitted or top-dose-only effect, or effect the other way, or a change in a side signal; inactive means no such curve, though single readings can be large or run the other way; the % refers to the polarisation; further: potency means the concentration at half of the fitted maximal effect
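Fluorescence polarization: 7 uM MLL-CXXC (stock) preincubated 5 min with compounds, then 50 nM fluorescein-HOX-A9 DNA (stock) added; 30 min ambient. Buffer 50 mM Tris-HCl pH 7.5, 50 mM NaCl, 1 mM DTT, 0.05% BSA.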
Menin-MLL TR inh = inhibitors of human menin-MLL interaction, mutant MLL peptide | O00255 | Menin + Texas Red MLL mutant peptide, fluorescence polarization | Potency, µM (titrated, usually from 61.6 µM), without a hit: top-dose FP activity change, negative = inhibition, actives largely listed as inhibitors | actives 0.23% (n = 270,000) | AID 1768; active means well fitted inhibition curve with a large enough effect in the polarisation, with a control signal flat, not every such curve was filed as active; inconclusive means small, poorly fitted or top-dose-only effect, or effect the other way, or a change in a side signal; inactive means no such curve, though single readings can be large or run the other way; the % refers to the polarisation; further: potency means the concentration at half of the fitted maximal effect; % of control where 0% means no effect; many of its hits are not listed in these tables
KCNH2 3.1 block = blocks the human KCNH2 3.1 channel isoform. U2OS KCNH2 3.1, thallium flux FluxOr; stronger effect = lower value. activity change, % (tested at about 1.8 µM). actives 0.95% (n = 340,000). AID 720553;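 active means maximum activity change below -70%; inconclusive means maximum activity change from -70% to -50%; inactive means maximum activity change above -50%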;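 further: thallium influx rate constant from kinetic fluorescence after stimulation buffer; on the % scale 0 is the no-effect control and ±100 the full control effect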
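Normalized rate constant (relative to positive and negative DMSO controls) derived from a 2 min kinetic fluorescence read after stimulation; U2OS cells expressing the 3.1 isoform via virus at 1.77 x 10^8 /mL.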
B2AR arrestin = recruits beta-arrestin to the human beta2-adrenergic receptor | AID 492947 | beta-arrestin recruitment to beta2AR, cell-based reporter | P07550 | Potency, µM (doses to about 46.1 µM), inactives show at the top dose activation, actives largely listed as activators | actives 0.02% (n = 330,000);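 further: potency means the concentration at half of the fitted maximal effect; 0% = DMSO controls and full agonism = EC100 isoproterenol or metaproterenol; nearly all actives have a fitted effect of over 65% in size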
Target sequence (P07550 whole entry, looked up): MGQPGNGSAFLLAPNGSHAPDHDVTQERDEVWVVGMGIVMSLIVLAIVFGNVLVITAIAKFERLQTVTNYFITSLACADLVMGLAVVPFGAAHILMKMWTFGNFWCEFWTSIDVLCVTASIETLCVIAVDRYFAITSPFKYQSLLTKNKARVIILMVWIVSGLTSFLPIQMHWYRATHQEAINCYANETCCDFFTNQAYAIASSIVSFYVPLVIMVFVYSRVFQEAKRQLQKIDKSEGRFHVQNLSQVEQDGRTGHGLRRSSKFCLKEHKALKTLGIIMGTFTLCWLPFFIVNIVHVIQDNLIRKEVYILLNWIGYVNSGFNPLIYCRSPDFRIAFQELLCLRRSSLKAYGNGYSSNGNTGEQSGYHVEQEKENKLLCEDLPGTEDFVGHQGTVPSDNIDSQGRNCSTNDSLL
GALK inh = blocks human galactokinase activity; Purified GALK, Kinase-Glo residual ATP luminescence; Potency, µM (titrated, usually from 57.5 µM), inactives show top-dose activity change, negative = inhibition, usual class: inhibitors; actives 0.007% (n = 270,000); AID 1868; further: potency means the concentration at half of the fitted maximal effect; on the % scale 0 is the no-effect control and ±100 the full control effect
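Luminescence from leftover ATP (Ultra-Glo luciferase/luciferin) served as read-out after a 1 h room-temperature reaction of 5 nM GALK with 35 uM ATP and 100 uM galactose.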
hERG WT inh = blocks the wildtype human KCNH2 potassium channel; Q12809; U2OS, BacMam KCNH2, thallium flux FluxOr; stronger effect = lower value; activity change, % at 1.84 µM; actives 0.37% (n = 340,000);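 active means maximum activity change below -70%; inconclusive means maximum activity change between -70% and -50%; inactive means maximum activity change above -50%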; further: on the % scale 0 is the no-effect control and ±100 the full control effect
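U2OS cells transduced with wild-type KCNH2 virus are loaded with FluxOr dye for 45 min, and thallium flux is measured in kinetic reads before and after stimulation buffer. Rate constants are normalized to DMSO controls.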
USP2a inh = inhibitors of human ubiquitin-specific protease USP2a | Potency, µM (titrated, usually from 38.3 µM), inactives show top-dose activity change, negative = inhibition, hits mostly inhibitors | O75604 | actives 0.01% (n = 330,000) | USP2 core, Ub-CHOP2 coupled fluorogenic reporter, 485/531;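 further: potency means the concentration at half of the fitted maximal effect; plate controls were DMSO wells for no effect and full inhibition by NEM control for full effect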
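Deubiquitinase activity read as fluorescence (485/531 nm) after Ub-CHOP2 cleavage activates the enterokinase reporter on its substrate; USP2 core 10nM, Ub-CHOP2 and substrate 25nM each, 30min compound preincubation then 60min RT; data normalized to NEM, curves fitted.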
Giardia killer = kills Giardia lamblia; Giardia lamblia trophozoite viability; activity change, % at 7.66 µM, hits read low; actives 0.15% (n = 340,000); in the data active means activity change below about -80%; inconclusive means between about -30% and that limit;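 further: parasites exposed to compound for two days anaerobically before the ATP read; on the % scale 0 is the no-effect control and ±100 the full control effect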
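Giardia lamblia trophozoites (100 cells/well) were incubated with compounds for 48 h at 37 deg C under anaerobic conditions. Viability was read as ATP content by one-step luminescence after 15-30 min at room temperature.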
PKM2 activator = activators of human pyruvate kinase M2 | purified PKM2, Kinase-Glo ATP luminescence, activation; response scale: 0% is enzyme alone, no compound | Potency, µM (top dose mostly 57.5 µM), without a hit: at the highest dose activation, most hits filed as activators | actives 0.34% (n = 260,000) | AID 1631 | P14618; further: potency means the concentration at half of the fitted maximal effect; on the % scale 0 is the no-effect control and ±100 the full control effect; nearly all actives have a fitted effect of over 55% in size
Target sequence (P14618 whole entry, looked up): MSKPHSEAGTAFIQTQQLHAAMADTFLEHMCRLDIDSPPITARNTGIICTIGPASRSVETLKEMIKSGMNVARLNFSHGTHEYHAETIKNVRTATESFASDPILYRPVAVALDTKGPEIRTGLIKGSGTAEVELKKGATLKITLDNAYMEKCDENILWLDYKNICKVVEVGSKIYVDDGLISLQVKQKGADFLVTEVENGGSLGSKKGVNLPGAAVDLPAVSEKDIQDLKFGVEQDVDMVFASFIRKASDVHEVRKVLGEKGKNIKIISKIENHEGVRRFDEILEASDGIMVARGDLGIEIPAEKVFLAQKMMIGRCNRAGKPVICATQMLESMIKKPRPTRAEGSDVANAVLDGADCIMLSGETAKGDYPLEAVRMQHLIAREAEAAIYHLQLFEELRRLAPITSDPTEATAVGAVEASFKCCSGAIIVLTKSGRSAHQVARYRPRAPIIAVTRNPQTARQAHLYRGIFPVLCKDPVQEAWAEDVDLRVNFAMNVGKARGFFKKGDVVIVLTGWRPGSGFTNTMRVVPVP
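Kinase-Glo luminescence reports ATP generated from ADP (0.1 mM) and PEP (0.5 mM) by purified hPK-M2 after 1 h at room temperature, pH 7.2 imidazole buffer; intermediate enzyme activity allows detecting inhibitors and activators.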
TRPV1 agonist = agonists of human vanilloid receptor 1 (TRPV1); Q8NER1; TRPV1-expressing cells, Fluo-8 calcium influx, agonist mode; activation, % at 8.33 µM; actives 0.19% (n = 320,000); AID 540275; in the data active means activation above about 80%; inconclusive means between about 30% and that limit; further: 0% is about no effect
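Fluo-8 calcium influx in TRPV1-expressing cells, kinetic read (ex 480/em 520 nm). Compound added and read 3 min for agonist activity, followed by capsaicin at EC20 final and 2 min further read for enhancement.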
FBPA coupling cs = inhibits coupling enzyme system, counter-screen for aldolase hits; coupling enzyme system counterscreen, AmpLite Red fluorescence; activity change, negative = inhibition, % at 58.2 µM, hits read low; actives 0.67% (n = 290,000); in the data active means activity change below about -30%; further: on the % scale 0 is the no-effect control and ±100 the full control effect
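Activity here indicates interference with the coupling reaction, not aldolase inhibition. Compounds at 57.5 uM final met coupling enzymes for 10 min at RT; substrate and AmpLite Red detection followed, with a 525/598 nm fluorescence read after 20 min.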
An asterisk follows results filed as active; ? = inconclusive; . = not tested or not shown; [ ] = remark or other dose. Unless noted, the call rests on the fitted dose curve; in most records, active means well fitted curve in the direction sought with a large enough effect; inconclusive means small, poorly fitted or top-dose-only effect, or another doubt; inactive means no such curve, though single readings can be large; an effect the other way counts as inactive or inconclusive.

SMILES	CXXC DNA block	Menin-MLL TR inh	KCNH2 3.1 block	B2AR arrestin	GALK inh	hERG WT inh	USP2a inh	Giardia killer	PKM2 activator	TRPV1 agonist	FBPA coupling cs
Cc1sc2nc(COC(=O)c3ccc(N4CCCC(C)C4)c([N+](=O)[O-])c3)[nH]c(=O)c2c1C (stereo not given)	9%	9%	-3	-0.5%	2%	6	0%	-12	-4%	1	3
Cc1ccc2c(c1)N(CC(=O)N1CCCC1)C(=O)CO2	-2%	3%	14	-0.7%	-2%	-3	1%	-30	-5%	5	3
Cc1cc(F)ccc1S(=O)(=O)Nc1ccc(C(=O)N2CCCCCC2)cc1	.	.	-13	-0.3%	.	-10	-2%	0	.	2	.
CC(=O)c1c(C)nn(CCC(=O)O)c1C	-2%	-9%	8	-0.4%	-1%	-2	4%	-3	-1%	0	-1
Cc1cc(-c2nnc(CCC(=O)NC(Cc3ccccc3)c3ccccc3)o2)no1 (stereo not given)	0%	?	.	2.3%	-1%	27	3%	12	4%	-5	0
CCc1ccccc1-n1c(SCC(=O)NC)nnc1-c1cccnc1	-20%	11%	-3	-0.5%	2%	2	4%	-7	-8%	-11	4
O=S(=O)(NCc1ccc(Cl)cc1)NCc1ccccc1F	-2%	?	.	0.1%	12%	9	3%	-3	-3%	6	3
COc1ccc2nc(NC(=O)CSc3nnc(C)s3)sc2c1	48%[activator]	.	-4	0.4%	1%	10	-4%	-9	2%	.	0
COc1ccccc1N1CCN(C(=S)Nc2ccc(F)cc2)CC1	-4%	16%	-9	-0.4%	5%	-8	-1%	31[activator]	-4%	20	0
COC(=O)c1ccc2[nH]c(C)c(CN3CCCC3)c(=O)c2c1	0%	-15%	29	0.3%	3%	-21	2%	3	12%	1	2
Cc1ccc(C)c(N2CCN(C(=O)CN3C(=O)c4ccccc4C3=O)CC2)c1	-3%	26%	-10	0.1%	-1%	22	0%	0	-2%	0	5
O=C(C1CC=CCC1)N1CCN(C(=O)C2CC=CCC2)CC1 (stereo not given)	-1%	5%	-9	0.1%	0%	-12	2%	-5	-13%	0	1
O=S(=O)(c1ccc(-n2cnnn2)cc1)N1CCN(c2ccccc2F)CC1	-10%	.	-20	-0.3%	-1%	20	1%	-16	.	7	.
Cc1ccc(NC(=S)N2CCC(NC(=O)c3ccccc3)CC2)cc1	-2%	?	-19	0.0%	-1%	-12	0%	0	1%	0	-2
Fc1ccc(-c2cnn3c(-c4ccncc4)ccnc23)cc1	-3%	-1%	3	0.2%	3%	-3	1%	-12	-4%	0	1

Three of the entries above in order of their number in CXXC DNA block, smallest number first:
canonical_smiles	CXXC DNA block
Cc1ccc(C)c(N2CCN(C(=O)CN3C(=O)c4ccccc4C3=O)CC2)c1	-3%
Cc1ccc2c(c1)N(CC(=O)N1CCCC1)C(=O)CO2	-2%
COC(=O)c1ccc2[nH]c(C)c(CN3CCCC3)c(=O)c2c1	0%

The list continues.
SMILES	CXXC DNA block	Menin-MLL TR inh	KCNH2 3.1 block	B2AR arrestin	GALK inh	hERG WT inh	USP2a inh	Giardia killer	PKM2 activator	TRPV1 agonist	FBPA coupling cs
CN(Cc1ccccc1)C(=O)c1cccc(N2C(=O)NC3CC2(C)Oc2ccccc23)c1 (stereo not given)	0%	-2%	-14	0.1%	0%	-3	-1%	-8	2%	-1	3
CCc1ccc(CNCc2cccs2)cc1	-7%	?	-3	-0.3%	4%	12	1%	-11	0%	3	4
Cc1nc(NC(=O)c2cc3c(C)nn(-c4ccccc4)c3s2)sc1C(=O)Nc1ccccc1	23%	-23%	-43	-0.2%	0%	-16	0%	-19	-1%	-5	-2
CCOc1ccccc1N1CCN(C(=S)NC(=O)C23CC4CC(CC(C4)C2)C3)CC1	-4%	-8%	3	-0.7%	1%	0	1%	18	3%	0	0
COc1ccc(N2CCN(C(=O)C(Cc3ccccc3)n3cccc3)CC2)cc1 (stereo not given)	-3%	-11%	-3	-0.3%	2%	0	4%	-7	3%	14	2
Cc1ccc(C)c(NC(=S)N2CCN(Cc3ccccc3)CC2)c1	3%	0%	11	-0.5%	1%	-4	1%	-12	-4%	0	0
COc1ccc(-c2ncc3ccccn23)cc1OC	-3%	-5%	6	-3.1%	3%	5	-7%	8	7%	-2	-18
CCOc1cccc2cc(C(=O)N3CC(C)OC(C)C3)c(=O)oc12 (stereo not given)	-4%	-1%	-2	-0.2%	-1%	-2	1%	6	-2%	3	-2
COc1ccc(-c2nnc(SCC(=O)N3CCC(Cc4ccccc4)CC3)o2)cc1OC	0%	-13%	-20	-0.2%	1%	7	5%	8	-2%	3	-1
COc1cc(C=O)ccc1OCCOCCOc1c(C)cc(Cl)cc1Cl	0%	50%[activator]	-13	-0.1%	-1%	7	1%	13	0%	3	-2
O=S(=O)(c1cccs1)N1CCC(CO)(Cc2cccc(F)c2)CC1	5%	-1%	-17	-0.3%	3%	-7	-2%	-13	-7%	18	-2
O=C(Nc1nc(-c2cccc([N+](=O)[O-])c2)cs1)c1cccc([N+](=O)[O-])c1C(=O)O	-4%	?	-3	-0.1%	2%	9	0%	14	-3%	-2	7
COc1ccc(OC)c2sc(N3CCN(C(=O)c4ccc([N+](=O)[O-])s4)CC3)nc12	.	.	15	-0.9%	.	24	0%	?	.	-3	.
CC(=O)Nc1ccc(/C=N/NC(=O)c2cccs2)cc1	4%	?	-4	0.0%	6%	3	1%	3	-5%	1	4
CCC(=O)Nc1ccc(/C(C)=N\NC(=O)c2ccc(C)s2)cc1	3%	-10%	3	0.2%	6%	0	0%	-28	1%	11	0

The last six compounds of the section above come first, to join the parts:
SMILES	CXXC DNA block	Menin-MLL TR inh	KCNH2 3.1 block	B2AR arrestin	GALK inh	hERG WT inh	USP2a inh	Giardia killer	PKM2 activator	TRPV1 agonist	FBPA coupling cs
COc1cc(C=O)ccc1OCCOCCOc1c(C)cc(Cl)cc1Cl	0%	50%[activator]	-13	-0.1%	-1%	7	1%	13	0%	3	-2
O=S(=O)(c1cccs1)N1CCC(CO)(Cc2cccc(F)c2)CC1	5%	-1%	-17	-0.3%	3%	-7	-2%	-13	-7%	18	-2
O=C(Nc1nc(-c2cccc([N+](=O)[O-])c2)cs1)c1cccc([N+](=O)[O-])c1C(=O)O	-4%	?	-3	-0.1%	2%	9	0%	14	-3%	-2	7
COc1ccc(OC)c2sc(N3CCN(C(=O)c4ccc([N+](=O)[O-])s4)CC3)nc12	.	.	15	-0.9%	.	24	0%	?	.	-3	.
CC(=O)Nc1ccc(/C=N/NC(=O)c2cccs2)cc1	4%	?	-4	0.0%	6%	3	1%	3	-5%	1	4
CCC(=O)Nc1ccc(/C(C)=N\NC(=O)c2ccc(C)s2)cc1	3%	-10%	3	0.2%	6%	0	0%	-28	1%	11	0
CN(C)CCCOC(=O)COc1ccc(Br)cc1	-8%	.	6	-0.6%	1%	-2	3%	-3	1%	.	1
CC(C)CN1C(=O)c2ccc(C(=O)Nc3nccs3)cc2C1=O	-19%	?	9	-0.9%	1%	1	1%	-3	-10%	-4	-2
CC1CCN(S(=O)(=O)CCNC(=O)c2ccccc2)CC1	.	.	-6	-0.3%	.	3	-1%	11	.	6	.
COCCCNCC(=O)Nc1ccc(OC(F)(F)F)cc1	10%	-9%	2	-0.2%	-3%	-9	3%	-18	-18%	1	-3
CCN1CCCc2cc(CN(CCN3CCOCC3)C(=S)Nc3cccc(Cl)c3)ccc21	-10%	-7%	-1	-0.2%	1%	18	-1%	16	8%	3	-6
COc1cccc(NC(=O)c2ccc(-c3ccccc3[N+](=O)[O-])o2)c1	44%[activator]	?	?	0.3%	2%	-37	-2%	7	0%	1	2
O=C1CC(C(=O)O)S/C(=N\NC(=O)c2ccccc2)N1 (stereo not given)	1%	12%	-17	-0.5%	0%	-2	5%	-7	-1%	1	3
C=CCn1c(SCc2ccccc2)nc(O)cc1=O	6%	?	-11	0.1%	-2%	-1	0%	6	-1%	0	4
O=C(CCS(=O)(=O)c1ccc(F)cc1)Nc1ccc(N2CCN(Cc3ccccc3)CC2)cc1	.	.	1	-0.9%	.	57	3%	-15	.	-1	.
COc1cc(C(=O)OCC(=O)Nc2ccc(S(=O)(=O)NC3=NCCCCC3)cc2)cc(OC)c1OC	.	.	7	-0.3%	.	11	3%	11	.	.	.
FC(F)(F)c1cc(-c2ccccc2)nc2nc(N3CCOCC3)sc12	1%	?	-11	-0.2%	4%	.	3%	16	-4%	?	0
Cc1ccccc1C(=O)N1CCC(C(=O)NC(C)c2ccc(-n3ccnc3)cc2)CC1 (stereo not given)	-2%	.	2	-2.0%	2%	-2	0%	-17	-11%	-3	.

This is a subset. The share of hits here may be higher or lower than overall.
